Source: PubChem
FEN1 inh – human FEN1 inhibition. P39748. Potency, µM (titrated, usually from 114 µM), for the others: at the highest dose activity change, negative = inhibition, actives largely listed as inhibitors. hit rate 0.35% among 390,000. Recombinant FEN1 flap cleavage, fluorescence, 15 min. AID 588795; note: nearly all actives have a fitted effect of over 65% in size
Target sequence (P39748 whole entry, looked up): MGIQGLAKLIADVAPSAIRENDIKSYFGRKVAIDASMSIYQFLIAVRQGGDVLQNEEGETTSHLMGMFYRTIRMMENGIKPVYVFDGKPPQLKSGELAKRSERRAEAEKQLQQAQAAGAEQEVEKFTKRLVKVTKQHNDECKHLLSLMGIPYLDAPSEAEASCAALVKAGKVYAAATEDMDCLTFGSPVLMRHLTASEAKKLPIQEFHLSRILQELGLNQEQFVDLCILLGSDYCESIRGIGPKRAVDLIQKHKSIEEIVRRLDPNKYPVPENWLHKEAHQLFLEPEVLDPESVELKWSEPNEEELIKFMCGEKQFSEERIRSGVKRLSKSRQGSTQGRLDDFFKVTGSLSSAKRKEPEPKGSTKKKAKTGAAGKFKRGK
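Steps: FEN1 (10 nM) dispensed; compound added by pin tool; 15 min at room temperature; substrate added to 50 nM final; reads at 0 min and 15 min; data normalized and fitted (four-parameter Hill).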
TDP1 block – inhibitors of human tyrosyl-DNA phosphodiesterase TDP1; Q9NUW8; AID 485290; recombinant TDP1, AlphaScreen DNA substrate cleavage; Potency, µM (series often up to 130 µM), without a hit: top-dose activity change, negative = inhibition, most hits filed as inhibitors; hit rate 0.28% among 350,000; note: nearly all actives have a fitted effect of over 40% in size
Target sequence (Q9NUW8 whole entry, looked up): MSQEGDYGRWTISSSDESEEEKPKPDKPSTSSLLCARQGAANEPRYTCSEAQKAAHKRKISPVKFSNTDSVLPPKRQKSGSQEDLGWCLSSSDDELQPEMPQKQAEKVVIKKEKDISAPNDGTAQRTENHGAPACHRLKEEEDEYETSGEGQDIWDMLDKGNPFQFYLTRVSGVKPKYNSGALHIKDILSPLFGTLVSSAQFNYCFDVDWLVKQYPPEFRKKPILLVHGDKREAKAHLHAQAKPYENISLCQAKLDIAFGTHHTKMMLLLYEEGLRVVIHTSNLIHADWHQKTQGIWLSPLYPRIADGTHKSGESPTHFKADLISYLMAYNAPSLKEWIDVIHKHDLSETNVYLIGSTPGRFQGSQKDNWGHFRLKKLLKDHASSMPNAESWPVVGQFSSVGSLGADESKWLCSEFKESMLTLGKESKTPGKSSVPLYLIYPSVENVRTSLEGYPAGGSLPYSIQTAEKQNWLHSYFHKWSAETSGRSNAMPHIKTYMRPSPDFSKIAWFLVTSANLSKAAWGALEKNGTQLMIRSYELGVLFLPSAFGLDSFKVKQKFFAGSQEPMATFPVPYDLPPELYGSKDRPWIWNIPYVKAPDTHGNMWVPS
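Signal: AlphaScreen proximity between streptavidin donor and anti-FITC acceptor beads on intact substrate. Reaction: Tdp1 1 nM, substrate 15 nM final, 5 min RT after 15 min compound preincubation.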
N370S GC – inhibits or activates N370S mutant glucocerebrosidase; N370S GC spleen homogenate, 4MU-glucoside fluorescence; Potency, µM (titrated, usually from 59.4 µM), for inactives: at the highest dose activity change, negative = inhibition, hits mostly inhibitors; hit rate 0.092% among 330,000;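 note: 0% = full enzyme activity and -100% = no enzyme basal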
Starred values were filed as active, the others as inactive; ? = inconclusive; . = not tested or not shown; & = joins results of further samples; [ ] = remark or other dose. Calls come from the whole dose curve; as a rule, active = well fitted curve in the direction sought with a large enough effect; inconclusive = small, poorly fitted or top-dose-only effect, or another doubt; inactive = no such curve, though single readings can be large; an effect the other way counts as inactive or inconclusive. Unless noted, % is set by controls: 0 for no effect and ±100 for the full control effect; potency is the fitted concentration of half-maximal effect. No enrichment for hits, and some 0.57% of all compounds hit somewhere here.

The line under a structure holds: FEN1 inh	TDP1 block	N370S GC
- CC(OC(=O)c1oc2ccccc2c1COc1ccccc1)C(N)=O (stereo not drawn)
    3%	8%	2%
- Cc1onc(COc2ccccc2O)c1Br
    6%	-1%	-2%
- COC(=O)c1sc(NC(=O)c2csc3c2CCCC3)nc1C
    -6%	-1%	-3%
- COc1ccc(Nc2cc(C(=O)NCCCOC(C)C)c3ccccc3n2)c(OC)c1
    13%	.	-10%
- CC(C)(C)N(NS(=O)(=O)c1ccc(F)cc1)c1ccccc1
    -2%	.	-4%
- O=C(CC12CC3CC(CC(Br)(C3)C1)C2)NCc1ccccc1
    5%	.	?
- CCCCCN(C(=O)CCC(=O)OCc1ccc(Cl)cc1Cl)c1c(N)n(CCCC)c(=O)[nH]c1=O
    2%	.	1%
- Cc1cc(C)n(C(=O)CCC(=O)Nc2ccc(C)c(C)c2)n1
    14%	-3%	.
- CC1=C(C(N)=O)C(c2cccc(O)c2)n2nc(CCCO)nc2N1 (stereo not drawn)
    2%	7%	7%
- CCOC(=O)c1c(C)oc2nc(C)nc(N3CCN(c4ccccc4F)CC3)c12
    -11%	-5%	.
- CCOC(=O)CN/C=C(\C#N)c1ccc(F)cc1
    -4%	-3%	-6%
- O=C(NC(NNc1ccc([N+](=O)[O-])cc1)(C(F)(F)F)C(F)(F)F)c1ccc(F)cc1
    -12%	5%	-2%
- Cc1ccc(NC(=O)C2CC(=O)n3c(nc4ccccc43)N2)cc1C (stereo not drawn)
    -2%	.	2%
- O=C(Nc1ccc(CN2CCS(=O)(=O)CC2)cc1)c1ccc(Cl)cc1
    -2%	.	-19%
- COc1ccc(NC(=O)CN2C(=O)NC(CC(C)C)C2=O)cc1S(=O)(=O)N1CCOCC1 (stereo not drawn)
    10%	-1%[56.1 µM]	.
- Cc1ccccc1C(=O)N=c1sccn1C
    6%	4%	8%
- CCCCC(=O)NCCc1ccc(S(N)(=O)=O)cc1
    0%	3%	2%
- C/C=C/C(=O)OCC(=O)Nc1ccc(SC(F)F)cc1
    2%	4%	-3%
- CNC(=S)N(CCc1c(C)[nH]c2ccc(C)cc12)Cc1cccs1
    0%	7%	8%
- CC(Oc1ccccc1)C(=O)Nc1oc(-c2ccco2)c(-c2ccco2)c1C#N (stereo not drawn)
    -33%	4%	25%
- N#Cc1ccc(S(=O)(=O)NC2CCN(Cc3ccccc3)CC2)cc1
    -17%	0%	-21%
- Cc1ccc(NC(=O)COC(=O)CN2CCCCCC2=O)c(C)c1
    0%	1%	.
- CC(C)c1ccc(NC(=O)C2CCCCC2C(=O)O)cc1 (stereo not drawn)
    6%	5%	2%
- Cc1cccnc1NC(=O)c1cccc(S(=O)(=O)N2CCN(c3ccc(F)cc3)CC2)c1
    -10%	3%	-5%
- O=[N+]([O-])c1ccc(F)c(N=Cc2ccc(Br)s2)c1
    12%	-1%	6%
- CC(=O)Oc1ccccc1C(=O)Oc1ccc(/C=N/n2cnnc2)cc1
    0%	-4%	-13%
- CC(/C=C/C=C/c1ccccc1)=N\NC(=O)c1cccnc1
    7%	6%	5%
- [N-]=[N+]=NC1c2ccccc2C(=O)N1Cc1ccccc1 (stereo not drawn)
    3%	.	-7%
- CCCCN(CCCC)c1nc(-c2ccncc2)nc2ccccc12
    13%	0%	0%
- CCOc1ccccc1N1CCN(CC(=O)c2c(N)n(C)c(=O)n(C)c2=O)CC1
    -4%	-6%	8%

Four structures already listed, ordered by count of non-hydrogen atoms, smallest number first:
The line under a structure holds: FEN1 inh	TDP1 block	N370S GC
- O=[N+]([O-])c1ccc(F)c(N=Cc2ccc(Br)s2)c1
    12%	-1%	6%
- COC(=O)c1sc(NC(=O)c2csc3c2CCCC3)nc1C
    -6%	-1%	-3%
- CC(=O)Oc1ccccc1C(=O)Oc1ccc(/C=N/n2cnnc2)cc1
    0%	-4%	-13%
- O=C(NC(NNc1ccc([N+](=O)[O-])cc1)(C(F)(F)F)C(F)(F)F)c1ccc(F)cc1
    -12%	5%	-2%

Further entries follow:
The line under a structure holds: FEN1 inh	TDP1 block	N370S GC
- Cc1ccc2nc(SC(C)C(=O)N3CC(C)OC(C)C3)[nH]c2c1 (stereo not drawn)
    14%	0%	6%
- Nc1nc(Cl)c2ncn(C3OC(CO)C(O)C3O)c2n1 (stereo not drawn)
    -3%	3%	-1%&2%
- O=C(CCSCc1ccccc1F)NCc1cccs1
    -5%	-4%	-6%
- CCN(CC)S(=O)(=O)c1ccc2c(c1)N(CC(=O)Nc1c(C)cc(C)cc1C)C(=O)CS2
    -3%	4%	.
- C#CCn1c(C)cc(C)c(S(=O)(=O)c2ccccc2)c1=O
    3%	0%	27%
- Cc1cccc(C2=N[C@@H](CC(C)C)CO2)c1
    .	5%[234 µM]	13%[136 µM]
- CC1Cc2cc(-c3csc(NC(=O)Cc4ccccc4)n3)ccc2N1S(C)(=O)=O (stereo not drawn)
    -16%	2%	7%
- CCCCOc1ccc(CSCCN=C(N)N)cc1
    -6%	-5%	-27%
- CCOc1cc(C2C3=C(CCCC3=O)Nc3nc(C(=O)OC)nn32)ccc1OC (stereo not drawn)
    -4%	3%	-4%
- CCOC(=O)CC1Sc2ccccc2NC1=O (stereo not drawn)
    -8%	4%	28%
- CCOc1ccc(C(=O)Nc2cc(C)ccn2)cc1
    3%	3%	-2%
- O=C(CSc1oc(-c2ccccc2)nc1S(=O)(=O)c1ccc(Cl)cc1)NC1CCCCC1
    -20%	-6%	.
- CCCOc1ccccc1/C=C1\SC(N2CCCCC2)=NC1=O
    -13%	.	2%
- OC(COCc1ccc(Cl)cc1)CN1CCN(c2ccccn2)CC1 (stereo not drawn)
    7%	3%	18%
- Cc1[nH]n(-c2ccccc2)c(=O)c1/C=N/N(c1ccccc1)c1ccccc1
    15%	12%	-22%
- COc1ccc(NC(=O)CNc2cccc(S(=O)(=O)N3CCCCCC3)c2)c([N+](=O)[O-])c1
    -23%	4%	.
- CC(=O)Oc1ccc(CCC(C)OC(C)=O)cc1 (stereo not drawn)
    -8%	1%	2%
- CC(=O)Nc1ccc(N2C(=O)CSC2c2ccc(F)cc2)cc1 (stereo not drawn)
    -7%	3%	-2%
- CCC(CO)Oc1cc(NC(=O)c2ccc(C)cc2)c2ncn(C(C)C)c2c1 (stereo not drawn)
    -14%	-16%	.
- COc1ccc(C(=O)NNC(=O)c2ccc3ccccc3c2O)cc1
    2%	2%	-12%
- O=c1[nH]c2ccc(NCc3ccccc3OCc3ccc(Cl)cc3)cc2[nH]1
    1%	11%	3%
- CCOC(=O)N1CCC(N2C(=O)c3ccc(C(=O)Nc4cccc(OC)c4)cc3C2=O)CC1
    22%	2%	-3%
- O=C1C=C(c2ccccc2)C[C@H](c2cccs2)[C@H]1n1cnc([N+](=O)[O-])c1
    -13%	5%	-26%
- Cn1c(CN2CCN(c3ccccc3NS(C)(=O)=O)CC2)nc2ccccc21
    -6%	.	-5%
- O=C(Cc1ccc(Br)cc1)N/N=C/c1cccnc1
    -8%	5%	-13%
- COc1ccc(-c2cn(CC3CCCCC3)nn2)cc1
    -7%&-3%	.	-10%
- O=C(CCNc1n[nH]c(=O)[nH]c1=O)N1CCOCC1
    -1%	2%	-4%
- O=C(Nc1ccccn1)C1CCN(S(=O)(=O)c2cccs2)CC1
    -12%	0%	-1%
- Cc1nc(N2CCc3ccccc3C2)[nH]c(=O)c1CCC(C)C
    -4%	3%	4%
- CCOC(=O)c1ccc(NC(=S)N(CCCN(CC)CC)Cc2ccco2)cc1
    0%	4%	-1%

(next part)
canonical_smiles	FEN1 inh	TDP1 block	N370S GC
CC(C)Oc1cccc(-c2cc(C(=O)NN3CCOCC3)c3ccccc3n2)c1	-1%	4%	-16%
C=CCc1ccc(OCCOCCNCCCC)c(OC)c1	-2%	-8%	4%
COc1ccc(/C=C/C(=O)Nc2nnc(C(C)C)s2)cc1OC	-7%	3%	-5%
CSC1=NCCN1C(=O)c1ccc(S(=O)(=O)N2CCOCC2)cc1	-1%	-1%	-8%
C/C(=N\NC(=O)c1cccs1)c1ccc2c(c1)OCO2	11%	-5%	6%
CCN(c1ccccc1)S(=O)(=O)c1ccc(C(=O)NCc2ccco2)cc1	-20%	6%	.
Cc1ccc2nc(N3CCN(C(=O)C4COc5ccccc5O4)CC3)sc2c1 (stereo not drawn)	-19%	3%	.
Cc1ccc(NC(=O)C(Cc2ccccc2)NS(=O)(=O)c2ccc3c(c2)CCC(=O)N3)cc1 (stereo not drawn)	8%	1%	.
O=C(CSc1cn(CC(=O)N2CCOCC2)c2ccccc12)Nc1ccccc1	2%	1%	.
COc1ccc(C2(CNC(=O)/C=C/c3ccco3)CCCC2)cc1OC	1%	6%	-29%
O=C(c1ccc2oc(CCCc3ccccc3)nc2c1)N1CCCCC1CO (stereo not drawn)	-5%	4%	0%
CCOC(=O)CSc1nc2ccccc2n2cnnc12	2%	-2%	11%
COc1ccc(C(=O)NC2CCN(CC(=O)NCc3ccccc3)CC2)cc1	8%	.	-5%
Cc1ccc(N=CC2=C(O)CC(C)(C)CC2=O)nc1	-6%	4%	18%
COC(=O)C(CC(=O)c1ccc(Cl)cc1)c1ccc(C)cc1 (stereo not drawn)	9%	-7%	9%
FC(F)(F)c1ccnc(N2CCN(Cc3cnc(-c4ccccc4)[nH]3)CC2)c1	2%	1%	-21%
COc1cc(NC(=O)CCc2c(C)nc3cc(-c4ccccc4)nn3c2C)cc(OC)c1OC	-22%	1%	.
COc1ccccc1N1CCN(C(=O)C2CCN(S(=O)(=O)c3cn(C)cn3)CC2)CC1	-5%	9%	.
CCOC(=O)N1CCN(c2nc3ccccc3nc2C(C#N)S(=O)(=O)c2ccc(C)cc2)CC1 (stereo not drawn)	-1%	2%	-8%
C=CCn1c(SCC(=O)C23CC4CC(CC(C4)C2)C3)nc(O)cc1=O	-5%	1%	4%
COC(C(=O)Nc1cccc(F)c1)c1ccccc1 (stereo not drawn)	1%	4%	-2%
O=C(/C(Cl)=C/Nc1ccc(Br)cn1)C(F)(F)F	10%	6%	-2%
Cc1ccc(NS(=O)(=O)c2ccc3c(c2)c(=O)n(C)c(=O)n3C)cc1F	-8%	8%	-2%
COC(=O)[C@H](Cc1ccccc1)NS(=O)(=O)N[C@@H](Cc1ccccc1)C(=O)OC	0%&13%	1%	.
O=C1c2oc3ccccc3c(=O)c2C(c2ccccc2)N1Cc1ccc2c(c1)OCO2 (stereo not drawn)	14%	-7%	.
COc1ccc(-n2c(=O)c3ccccc3n(CC(=O)NC3CCCC3)c2=O)cc1	1%	3%	6%
Cc1ccc(-c2nnc(Nc3cccc(O)c3)c3ccccc23)cc1S(=O)(=O)N1CCOCC1	1%	5%[12.3 µM]	.
CCCCCc1nc2c(=O)[nH]c3ccccc3c2o1	-7%	-6%	7%
CC1CCN(S(=O)(=O)Cc2ccccc2Cl)CC1	-2%	4%	9%
Cc1ccc2sc(N(CCCN(C)C)C(=O)CCS(=O)(=O)c3ccccc3)nc2c1C	-4%	3%	?
COCCn1nnnc1C(c1cccs1)N1CCN(c2cc(C)ccc2C)CC1 (stereo not drawn)	-16%	7%	0%
CN(C)S(=O)(=O)n1ccnc1	-5%	-6%	1%
COc1ccccc1C(=O)OCc1cc(=O)n2c(C)csc2n1	2%	6%	.
CCOC(=O)c1c(NC(=O)CC2SC(=NC)N(C)C2=O)sc(C)c1C (stereo not drawn)	-13%	-5%	.
CC(C)c1c(O)nc(SCC(=O)N2CCCCC2)[nH]c1=O	-7%	.	-10%
CO[C@@H]1COC(=O)[C@H](C)NC(=O)[C@@H](C)COC(=O)CCC[C@H]1C	.	6%[21 µM]	2%[12.8 µM]
Cc1ccc(Nc2cc(=O)[nH]c(=O)[nH]2)cc1Cl	2%	0%	-2%
Cc1ccc(-c2c(C(=O)N/N=C/C3CC=CCC3)nnn2-c2nonc2N)cc1 (stereo not drawn)	-11%	2%	-3%
Cc1cccc(C(=O)Nc2ccc(C(=O)/C=C/c3cccnc3)cc2)c1	-15%	2%	18%
COc1ccc(/C=N/NC(=O)c2cccnc2)cc1O	6%	.	2%
CCCCC(O)(c1ccc(F)cc1)C(CN1CCOCC1)c1ccc(Cl)cc1 (stereo not drawn)	-19%	.	-18%
O=C(CC(=O)c1ccccc1O)c1ccc(F)cc1	-20%	4%	6%
Cc1ccccc1C1NC(=O)Cc2ccccc21 (stereo not drawn)	2%	1%	.
COc1cc(C(=O)NC2CCN(Cc3ccccc3)CC2)cc(Cl)c1OC(C)C	-3%	7%	-14%
O=C(CCn1cnc(-c2ccccc2)c1-c1ccccc1)N/N=C/c1ccc(O)cc1	-12%	11%	-24%
O=C(COC(=O)c1ccc(Cl)c(S(=O)(=O)N2CCCCCC2)c1)Nc1ccccc1	-23%	5%	4%
